# Screens: PubChem BioAssay, several laboratories
# E coli Lon inh = E. coli protease La inhibition; P0A9M0; purified E. coli Lon protease, fluorescence polarization; inhibition, % at 7.94 µM; 360,000 compounds, 0.42% hits; AID 602123; in the data active means inhibition above about 13%, passing the limit was not always enough;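 further: 0% = enzyme with probe and DMSO and 100% = no enzyme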
# Neddylation inh = blocks human cullin neddylation | TR-FRET cullin neddylation, biochemical | calls only at 25 µM | 360,000 compounds, 0.58% hits | AID 651699; in the data active means inhibition above about 36%
# FAS TE block = blocks the thioesterase domain of human fatty acid synthase; P49327; recombinant FAS-TE, OMFH fluorogenic substrate, fluorescence endpoint; inhibition, % at 15 µM; 360,000 compounds, 0.67% hits; AID 602261;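 active means compounds whose normalised, plate-corrected inhibition of enzyme fluorescence in the single-dose primary screen is 50% or more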;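 further: 0% = DMSO with enzyme and 100% = substrate without enzyme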
# CendR NRP1 mod = alters CendR peptide binding to human NRP-1; O14786; FAM-RPARPAR peptide binding to NRP-1, fluorescence polarization; inhibition, % at 25 µM; 360,000 compounds, 0.85% hits;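 active means inhibition or corrected inhibition above about 18%, plus a signal ratio from 0.5 to 1.5, limit read from the data, passing the limit was not always enough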; further: strong numbers were not always called active
# PABP1 MLLE inh = inhibitors of microRNA-mediated deadenylation, human PABP1 MLLE binding; AID 588489; P11940; GST-MLLE / FITC-PAM2 fluorescence polarization; inhibition, % at 20 µM; 360,000 compounds, 0.36% hits; in the data active means inhibition above about 35%, passing the limit was not always enough;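 further: plate controls were DMSO wells with GST-MLLE for no effect and wells lacking GST-MLLE protein for full effect; some results filed as inactive read as strong as hits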
# MT1-MMP act inh = blocks activation of human MT1-MMP. P50281. HT1080 RFP-PRO-GFP cells, GFP/RFP ratio fluorescence, overnight; percent of plate control window, DMSO zero. GFP/RFP ratio change, % at 20 µM. 360,000 compounds, 0.061% hits. AID 651647;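 active means GFP/RFP ratio change of at least 30% with cell ATP level not reduced by more than half and red fluorescence within 50% of control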; further: strong numbers were not always called active
#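 Test system: HT1080 RFP-PRO-GFP cells; Benchmarks: DMSO and RFP-L50D-GFP cell wells; Timing: cells overnight before dosing, compound overnight, 37 °C, 5% CO2; Compound: one 20 µM compound dose with 1% DMSO; Read-out: GFP/RFP fluorescence ratio.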
# SKN-1 inh = C. elegans SKN-1 inhibition; C. elegans VP596 Pgst-4::GFP/RFP ratio, acrylamide-induced, 24 h; inhibition, % at 21.8 µM; 360,000 compounds, 0.49% hits;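 active means interference check ratio from 0.5 to 1.5 plus GFP to RFP signal ratio inhibition reaching or exceeding a fixed threshold, cut at about 30% in these data, passing the limit was not always enough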; further: some compounds called inactive have numbers as strong as hits
# Rin1 Abl inh = inhibitors of human Rin1-Abl protein interaction; TR-FRET Rin1/Abl binding, biochemical; 360,000 compounds, 0.4% hits; inhibition, % at 7.35 µM; AID 588664; in the data active means inhibition above about 5%, passing the limit was not always enough
# MsrA act = activates bovine MsrA enzyme. purified bovine MsrA, absorbance read-out. activation, % at 10.6 µM. 360,000 compounds, 0.3% hits. AID 602163; in the data active means activation above about 7.5%;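 further: 0% = vehicle and 100% = reference activator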
# Starred values were filed as active, the others as inactive; i = inactive; . = no result given; + = active, no number.
SMILES,E coli Lon inh,Neddylation inh,FAS TE block,CendR NRP1 mod,PABP1 MLLE inh,MT1-MMP act inh,SKN-1 inh,Rin1 Abl inh,MsrA act
CCOc1ccc(NC(=O)CN(C)C(=O)c2cc3c(s2)CCCCC3)cc1OCC,-1,i,4,8,6,2,-2,3,-7
Cc1ccc(N2C(=O)C3N=NN(CC(=O)N4N=C(c5ccccc5)CC4c4ccccc4)C3C2=O)cc1 (centres undefined),-15,i,27,1,-5,2,3,-1,-2
CC(OC(=O)c1nsc(Cl)c1Cl)C(=O)NCc1ccco1 (centres undefined),2,i,-2,-19,20,-1,-28,-2,-2
CCNc1nc(-c2ccc(Cl)cc2)cs1,-1,i,6,-5,29,1,19,4,2
Cc1cccc(N=C2SC(C)CN2C(=O)CN2C(=O)NC3(CCCC3)C2=O)c1 (centres undefined),-2,i,4,12,-17,-1,8,4,-2
CC(NC(=O)COC(=O)Cc1ccsc1)C1CC2CCC1C2 (centres undefined),9,i,2,2,-4,3,3,-1,0
CN1CCC(NC(=O)c2cccs2)CC1,1,i,-8,-9,-7,-2,-4,1,-1
NS(=O)(=O)c1ccc(NC(=O)COC(=O)COc2cccc(C(F)(F)F)c2)cc1,-3,i,-3,-3,9,5,6,1,-1
COc1ccc(C(=O)Nc2cc3c(cc2N2CCCCC2)n(C)c(=O)n3C)cc1OC,7,.,2,4,11,-4,15,-1,-4
CCCc1ccc(-c2cc(C(=O)Nc3ccc([N+](=O)[O-])cn3)c3ccccc3n2)cc1,14,i,20,1,13,0,10,1,-1
CC(=O)OC1CC(C)N(C(=O)c2ccccc2)c2ccc(C)cc21 (centres undefined),-10,i,-1,1,2,6,-12,-2,-4
CCN(CC)C(NC(=O)c1ccccc1)C(=O)c1ccccc1 (centres undefined),-6,i,0,-25,-7,-4,11,-3,-4
O=C(/C=C/c1ccc2c(c1)OCO2)Nc1nc(-c2ccccc2)cs1,0,.,26,-5,-3,-16,0,-1,-3
Fc1ccc(-c2nc3c(Cl)cc(C(F)(F)F)cn3c2Cc2ccsc2)cc1,-2,i,13,-14,.,1,35,.,-3
Cc1cccc(N2CCN(C(=O)CN3C(=O)NC(C)(C)C3=O)CC2)c1C,-1,i,-2,1,7,3,10,2,-3
COc1ccc(NC(=S)N2CCC(NC(=O)c3ccco3)CC2)cc1,12,i,-6,9,-83,4,-16,2,-9
Cc1cccc(OCCCC(=O)NC(C)C)c1,1,i,6,22,-1,2,5,1,2
COc1ccc(-n2nnc3c(SCC(=O)NCc4ccco4)ncnc32)cc1,-8,i,-14,36*,28,3,5,2,0
O=C1NC(c2ccc3c(c2)OCO3)Oc2ccccc21 (centres undefined),-11,+,2,-6,6,2,-5,-2,-11
CCC(CC)C(=O)N1CC(=O)Nc2ccc(F)cc2C1c1ccc(F)cc1 (centres undefined),-11,i,0,3,10,0,-1,0,0
COc1ccc(CCNc2ncnc3c2c(C)c(C)n3CCO)cc1OC,-9,i,-6,11,9,0,7,-2,-3
Cc1ccc2c(c1)/C(=C/c1ccco1)C(=O)N2,0,i,-4,3,-3,-2,14,-4,1
CC(C)(C)c1ccc(C(=O)NCc2ccco2)cc1,4,i,-8,-3,15,5,5,0,-4
O=C1ON=C(c2ccc(Cl)c([N+](=O)[O-])c2)/C1=C/c1cccc([N+](=O)[O-])c1O,-6,i,-7,-5,-141,-6,-4,-2,-1
O=C(NCC(O)c1nc2ccccc2[nH]1)c1cc([N+](=O)[O-])ccc1F (centres undefined),-7,i,3,2,-17,-4,8,-2,-3
# Continued:
SMILES,E coli Lon inh,Neddylation inh,FAS TE block,CendR NRP1 mod,PABP1 MLLE inh,MT1-MMP act inh,SKN-1 inh,Rin1 Abl inh,MsrA act
C=CCC(C)(NCc1ccccc1)c1ccco1 (centres undefined),2,i,-1,1,3,-4,27,0,-2
Cc1ccc(S(=O)(=O)N/N=C\c2ccc3c(c2)OCO3)c(C)c1,-18,i,0,20,-4,-5,-7,-1,-3
CCCn1c(-c2ccc(OC)cc2)nc2ccccc21,0,i,2,1,0,-4,-11,2,-3
COc1cc(C(=O)C(=O)N2CCN(c3ccccc3)CC2)cc(OC)c1OC,.,i,.,6,.,2,17,.,.
Cc1ccc(NC(CNS(=O)(=O)c2ccc(Cl)cc2)c2ccccc2)cc1 (centres undefined),7,i,40,6,-4,0,24,-1,-1
COCc1ccc(C(=O)N2CCCC(N3CCN(c4cccc(Cl)c4)CC3)C2)s1 (centres undefined),-4,i,0,2,7,0,28,0,0
CCN1C(c2ccccc2)C(C)C(=O)C(C)C1c1ccccc1 (centres undefined),-1,i,16,14,-1,2,1,-1,0
COc1cccc(-c2ccc(C#N)c(OC(=O)c3c(Cl)cccc3Cl)n2)c1,-2,.,43,-8,-5,8,11,7,0
O=C(NC1CCCN(Cc2ccc(Cl)cc2)C1)c1ccccc1C(F)(F)F (centres undefined),-4,i,2,-6,7,0,10,-1,-2
C[C@@H](NC(=O)c1[nH]cnc1C(=O)Nc1nccs1)c1ccccc1,-12,i,-8,-7,-16,8,-5,-1,-2
Fc1ccccc1N1CCN(CCCc2ccccc2)CC1,0,i,-5,4,11,3,9,1,-4
CCOC(=O)COc1ccc(S(=O)(=O)NCCC2=CCCCC2)cc1,-7,i,9,2,-17,1,1,0,0
Cc1cc(NC(=O)C(C)Oc2ccc(C(C)(C)C)cc2)no1 (centres undefined),8,i,6,-4,4,2,-11,-2,7
COc1ccc(NC(=O)Cc2ccc(Cl)cc2Cl)cn1,-3,i,-4,-11,8,2,-9,1,-7
Cc1ccc(C(=O)c2ccccc2C(=O)OCC(=O)NCC2CCCO2)cc1 (centres undefined),-10,i,-2,-8,4,-2,3,2,-1
O=C(CSc1ccc2nnc(-c3ccc(Cl)cc3)n2n1)N1CCc2ccccc21,5,i,-2,-11,-50,-3,-5,1,-6
CCCN(C#N)c1nc(NCC)nc(NC(C)C)n1,-1,i,-2,18,9,3,10,-1,-11
COc1ccccc1NC(=O)C(C)OC(=O)Cn1cnc2c1c(=O)n(C)c(=O)n2C (centres undefined),-12,i,-6,1,2,0,13,-1,-1
C[C@H]1CCC(=O)N([C@H](CN=[N+]=[N-])Cc2ccccc2)CC1,-11,i,-13,10,-6,3,-3,1,-2
O=C(N/N=C/c1ccc(O)c(O)c1)N/N=C/c1ccc(O)c(O)c1,-3,i,-4,-45,-8,-1,2,49*,-10
COc1cccc(C(=O)O/N=C2\CCS(=O)(=O)c3sccc32)c1,2,i,-3,1,-3,0,3,-3,-1
COc1ccc(N(CC(=O)NCc2ccccc2OC)S(=O)(=O)c2c(C)nn(C)c2C)cc1,2,i,-4,-6,-9,11,-13,2,-5
Cc1ccc(S(=O)(=O)N2CCC(C(=O)N3CCc4ccccc43)CC2)cc1,-14,i,24,9,-3,-1,0,1,-3
CC(C)NC(=O)C(=O)Nc1ccc2c(c1)N(S(=O)(=O)c1cccs1)CCC2,7,i,13,-7,2,1,12,-1,-1
CN(C(=O)c1ccc(NC(=O)Cc2cccc(NC(=O)C3CCCN(C(=O)C4CCCCC4)C3)c2)cc1)C1CCCC1 (centres undefined),-6,i,-7,3,-4,-2,13,3,-2

# 3 of these compounds in a different format.
> COc1cccc(-c2ccc(C#N)c(OC(=O)c3c(Cl)cccc3Cl)n2)c1
  E coli Lon inh: -2; Neddylation inh: .; FAS TE block: 43; CendR NRP1 mod: -8; PABP1 MLLE inh: -5; MT1-MMP act inh: 8; SKN-1 inh: 11; Rin1 Abl inh: 7; MsrA act: 0

> CN(C(=O)c1ccc(NC(=O)Cc2cccc(NC(=O)C3CCCN(C(=O)C4CCCCC4)C3)c2)cc1)C1CCCC1 (centres undefined)
  E coli Lon inh: -6; Neddylation inh: i; FAS TE block: -7; CendR NRP1 mod: 3; PABP1 MLLE inh: -4; MT1-MMP act inh: -2; SKN-1 inh: 13; Rin1 Abl inh: 3; MsrA act: -2

> Cc1ccc(C(=O)c2ccccc2C(=O)OCC(=O)NCC2CCCO2)cc1 (centres undefined)
  E coli Lon inh: -10; Neddylation inh: i; FAS TE block: -2; CendR NRP1 mod: -8; PABP1 MLLE inh: 4; MT1-MMP act inh: -2; SKN-1 inh: 3; Rin1 Abl inh: 2; MsrA act: -1

# Going on with the list.
SMILES,E coli Lon inh,Neddylation inh,FAS TE block,CendR NRP1 mod,PABP1 MLLE inh,MT1-MMP act inh,SKN-1 inh,Rin1 Abl inh,MsrA act
COc1cccc(C2NC(=O)c3ccccc3O2)c1OCc1ccccc1F (centres undefined),-3,i,6,-8,4,0,4,-4,1
CCOC(=O)c1oc2ccc(OC)cc2c1NC(=O)CN1CCN(C)CC1,5,.,-4,-2,-1,-4,6,0,-2
CCN(CC(=O)Nc1ccccc1C(F)(F)F)C(=O)c1ccccc1Cc1ccccc1,-8,i,9,-2,4,6,19,3,-8
O=C1COc2ccc(C(=O)COC(=O)c3c(F)cccc3Cl)cc2N1,-1,i,0,-3,6,-1,13,0,-3
OC(COc1ccc(Br)cc1)CN1CCOCC1 (centres undefined),-9,i,-6,2,4,-1,-1,-3,-3
O=C(c1cc2nc(-c3ccco3)cc(C(F)(F)F)n2n1)N1CCc2ccccc2C1,5,.,2,16,-10,-2,-5,0,-11
Cc1ccc(OCc2nc(-c3ccccc3)no2)c(C)c1,6,i,22,11,-5,2,-7,-1,3
COc1ccc(N)cc1NC(=O)CN1CCCC1,-3,i,-5,6,10,-2,4,-1,-2
COc1cc(/C=N/N=C2/NC(=O)C(Cc3ccc(F)cc3)S2)ccc1O (centres undefined),5,i,5,-7,-19,-1,3,-3,-2
CC(=O)c1cc(Cl)ccc1OCC(=O)NC1CCCC1,-3,i,-3,-5,2,0,7,-1,-3
COC(=O)c1c(C)[nH]c(O)c1C=Nc1ccc(C#N)cc1,10,i,1,-11,-71,-6,46*,1,-4
CCc1nnc(SCC(=O)Nc2ccc3c(c2)OCO3)n1CC,-3,i,-9,28*,2,1,-13,1,-2
COc1ccc(NC(=O)CSc2nnc(Cn3nnc4ccccc43)n2C)cc1,3,i,-6,3,-2,4,-6,1,-1
CCOC(=O)C(=O)c1cn(C2OCC(OC(C)=O)C(OC(C)=O)C2OC(C)=O)c2ccccc12 (centres undefined),-15,i,-3,8,12,6,-2,4,-14
COc1ccc(CC(=O)Nc2c3c(nn2-c2cccc(C)c2C)CS(=O)C3)cc1 (centres undefined),-9,i,-3,0,-10,-4,9,2,0
FC(F)Oc1ccc(C2=Nn3c(nnc3-c3ccccc3Cl)SC2)cc1OCC1CC1,-12,i,-6,2,-6,7,-1,1,-4
CCCS(=O)(=O)n1nc(-c2ccc(C)cc2)cc1N,1,i,0,-2,5,-1,-13,1,-1
CCOC(=O)C1=C(C)NC2=C(C(=O)c3ccccc32)C1c1ccc(O)cc1 (centres undefined),2,i,0,8,7,3,13,-5,-2
COc1ccccc1CNC(=O)c1oc2ccccc2c1C,-8,i,11,3,1,-2,20,2,-2
Cc1cc(C)n(C(=O)c2ccc(C)o2)n1,-9,i,-3,0,20,2,-12,-1,-9
COc1ccc(NC(=S)Nc2ccc(C)c(Cl)c2)cc1OC,-1,i,2,5,29,3,-3,-1,-2
Cc1ccc(NC(=O)c2cc(N3C(=O)C=CC3=O)ccc2N2CCOCC2)cc1Cl,-5,i,14,-4,-1,1,1,1,-7
Cc1ccc(NC(=O)C(=O)NCC2CCCN2S(=O)(=O)c2cccs2)cc1 (centres undefined),-2,i,5,3,-12,1,-3,3,2
Cc1ccc(-c2nnc(SCC(=O)NC3CC3)n2N)cc1,-8,i,-1,-2,-23,4,1,-5,0
CC1CCCCN1S(=O)(=O)c1ccc(S(=O)(=O)N2CCN(c3ccc(F)cc3)CC2)cc1 (centres undefined),4,i,-8,0,15,6,-5,1,-2
O=C(NCCc1ccccc1)C(c1cccs1)N(C(=O)CCl)c1ccc(Cl)cc1 (centres undefined),-10,i,56*,-21,-1,-29,13,0,0
